HCV inh = qHTS Assay for Inhibitors of Hepatitis C Virus (HCV); Potency, µM (titrated, usually from 41.8 µM), for inactives: top-dose activity change, negative = inhibition, actives largely listed as inhibitors; actives 3.4% (n = 340,000); Huh7.5.1 HCVcc-Cre infection, luciferase reporter, 44 h; also: potency is read from the fitted curve at half-maximal effect
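Seed cells (1,000/well) for 4 h; treat with compound and infect with HCVcc-Cre, moi about 0.5. Incubate 44 h, then detect luciferase activity.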
FBPA Giardia inh = qHTS Assay for Inhibitors of Fructose-1,6-bisphosphate Aldolase from Giardia Lamblia; AID 2451, 2010; actives 0.71% (n = 290,000); Potency, µM (series often up to 59.6 µM), for inactives: at the highest dose activity, negative = inhibition, most hits filed as inhibitors; purified Giardia FBPA; also: potency is read from the fitted curve at half-maximal effect; nearly all actives have a fitted effect of over 55% in size
Target sequence (A8B2U2 whole entry, looked up): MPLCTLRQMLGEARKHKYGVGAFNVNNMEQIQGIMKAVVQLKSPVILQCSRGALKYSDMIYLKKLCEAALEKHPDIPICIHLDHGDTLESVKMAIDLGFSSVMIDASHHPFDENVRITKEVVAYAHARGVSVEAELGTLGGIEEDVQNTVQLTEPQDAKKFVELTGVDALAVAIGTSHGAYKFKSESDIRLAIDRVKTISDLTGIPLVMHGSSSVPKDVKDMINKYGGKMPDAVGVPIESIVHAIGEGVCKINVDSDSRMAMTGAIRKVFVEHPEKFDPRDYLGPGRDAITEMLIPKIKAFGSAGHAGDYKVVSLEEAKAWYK
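40 nM FBPA preincubated 10 min at RT with compound (up to 57.5 uM final), then substrate plus GAPDH/TPI/NAD/arsenate coupling and diaphorase/resazurin added. Fluorescence read after 20 min at RT, 525/598 nm.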
Sm TGR inh = qHTS Assay for the Inhibitors of Schistosoma Mansoni Peroxiredoxins; Schistosoma mansoni thioredoxin glutathione reductase (TGR), Q962Y6; purified TGR, DTNB reduction, TNB absorbance 405 nm; Potency, µM (series often up to 114 µM), for inactives: at the top dose activity change, negative = inhibition, most hits filed as inhibitors; actives 3% (n = 360,000); also: potency is read from the fitted curve at half-maximal effect; nearly all actives have a fitted effect of over 60% in size
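TGR 20 nM + NADPH 100 uM (dispensed conc.), cpd preinc 15 min RT; start with NADPH (500 uM addition) then DTNB (15 mM addition). Kinetic TNB absorbance, 405 nm filter. Four-parameter Hill fit across titration.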
AmpC inh no detg = qHTS Inhibitors of AmpC Beta-Lactamase (assay without detergent). AmpC nitrocefin hydrolysis, absorbance 480 nm, 0.0001% Triton. actives 0.52% (n = 330,000). AID 485341, 2010. P00811. Potency, µM (top dose mostly 57.1 µM), for the others: top-dose activity change, negative = inhibition, most hits filed as inhibitors;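 also: potency is read from the fitted curve at half-maximal effect; plate controls were no compound for no effect and no enzyme for full effect; nearly all actives have a fitted effect of over 20% in size; some results filed as inactive show a strong effect at the top dose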
Target sequence (P00811 whole entry, looked up): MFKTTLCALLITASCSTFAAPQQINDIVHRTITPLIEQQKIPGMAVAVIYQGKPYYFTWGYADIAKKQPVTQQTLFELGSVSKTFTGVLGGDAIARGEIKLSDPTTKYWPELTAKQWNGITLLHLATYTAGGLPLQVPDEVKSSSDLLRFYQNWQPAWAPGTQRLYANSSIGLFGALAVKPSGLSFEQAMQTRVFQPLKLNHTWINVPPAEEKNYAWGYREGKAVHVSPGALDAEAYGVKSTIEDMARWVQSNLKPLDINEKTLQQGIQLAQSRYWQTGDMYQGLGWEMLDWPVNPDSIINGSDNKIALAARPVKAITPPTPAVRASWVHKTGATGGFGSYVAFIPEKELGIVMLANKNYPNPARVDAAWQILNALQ
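AmpC (5.3 nM in the dispensed reagent) in 20 mM phosphate pH 7.0 with 0.01% (detergent screen) or 0.0001% Triton X-100 was preincubated with compounds for 15 min at room temperature. Nitrocefin was then added from an 800 uM solution, and hydrolysis was followed at 480 nm.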
AmpC detergent = qHTS Inhibitors of AmpC Beta-Lactamase (assay with detergent) | P00811 | AmpC hydrolysis of nitrocefin, absorbance 480 nm, 0.01% Triton | Potency, µM (series often up to 114 µM), for inactives: top-dose activity change, negative = inhibition, most hits filed as inhibitors | actives 0.041% (n = 370,000) | AID 485294, 2010;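 also: potency is read from the fitted curve at half-maximal effect; 0% = no-compound wells and -100% = no-enzyme wells; nearly all actives have a fitted effect of over 25% in size; some results filed as inactive show a strong effect at the top dose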
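AmpC (5.3 nM in the dispensed reagent) in 20 mM phosphate pH 7.0 with 0.01% (detergent screen) or 0.0001% Triton X-100 was preincubated with compounds for 15 min at room temperature. Nitrocefin was then added from an 800 uM solution, and hydrolysis was followed at 480 nm.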
HCMV antiviral = qHTS Assay for inhibitors of the human cytomegalovirus (HCMV) | HFF cells, HCMV-luciferase reporter, 72 h; active compounds read low | activity change, negative = inhibition, % at 57.5 µM | actives 4.5% (n = 410,000); in the data active = activity change below about -60%; inconclusive = no clear call, values can overlap the other calls; inactive = above about -39%
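Human foreskin fibroblasts infected with luciferase-reporter HCMV at MOI 1 PFU/cell, compounds at two doses. Luciferase measured 72 h post infection; normalized to buffer-only basal and Salinomycin (10uM) controls.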
The depositor's hits bear a star; ? = inconclusive; · = no result given; [ ] = dose if it differs, or a comment. Unless noted, calls follow the shape of the dose curve; as a rule, active = well fitted curve in the direction sought with a large enough effect; inconclusive = small, poorly fitted or top-dose-only effect, or another doubt; inactive = no such curve, though single readings can be large; an effect the other way counts as inactive or inconclusive. Unless noted, % is scaled to controls: 0 for no effect and ±100 for the full control effect.

no.	SMILES	AmpC detergent	HCMV antiviral	FBPA Giardia inh
1	CCc1nnc(SCC(=O)Nc2ccc(OC)c(OC)c2)c2cc3occc3n12	10%	0	·
2	CCOC(=O)c1ccc2nc(NC(NC(C)=O)(C(=O)OC)C(F)(F)F)sc2c1 (stereo not drawn)	-7%	13	-1%
3	Cc1noc(C)c1C(=O)OCC(=O)c1ccc[nH]1	-10%	24	4%
4	CCCC(=O)Nc1ccc2oc(=O)ccc2c1	4%	?	-2%
5	CCn1nc(C(=O)OCC(=O)N(CC(C)C)c2c(N)n(Cc3ccccc3)c(=O)[nH]c2=O)c2ccccc2c1=O	-10%	7	·
6	COC(=O)CCC(=O)OC1(C)C(=O)C=C2C=C(C3CC3)N(Cc3ccccc3)C=C2C1=O (stereo not drawn)	4%	-26	?
7	CCOc1ccc(-n2c(O)c(/C=N/c3ccnn3Cc3ccncc3)c3ccccc3c2=O)cc1	3%	8	17%
8	CC1(C)CC(=O)C(C=NCC2CCN(C(=O)Nc3ccc(Cl)c(Cl)c3)CC2)=C(O)C1	?	31	11%
9	COC(=O)/C(=N\Nc1ccc(Cl)cc1)Sc1nnc(-c2ccc(OC)cc2)n1C	1%	-1	?
10	Cc1c(C(=O)OC2CCCC2)[nH]c2c1C(=O)CC(c1ccc(Cl)cc1)C2 (stereo not drawn)	15%	-37	·
11	CCc1ccc(NC(=O)C(=O)NCCc2sc(-c3ccc(OC)c(OC)c3)nc2C)cc1	3%	16	·
12	COCCNC(=O)C(c1ccc(F)cc1)N(Cc1cccs1)C(=O)CCC(=O)Nc1ccccn1 (stereo not drawn)	-2%	2	-1%
13	Cc1cccc(C(=O)n2nc(C)c(S(=O)(=O)N3CCOCC3)c2C)c1	9%	-9	·
14	C=CCn1c(CNS(=O)(=O)c2ccc(Cl)cc2)n[nH]c1=S	-14%	-6	·
15	CCN1CCN(S(=O)(=O)c2ccc(Br)s2)CC1	2%	59	-2%

no.	Sm TGR inh	HCV inh	AmpC inh no detg
1	1%	·	·
2	1%	-16%	3%
3	-2%[11.4 µM]	-5%	-26%
4	4%	20%	-11%
5	-6%	-14%	-15%
6	-17%	19%	49%
7	-8%	-1%	39%
8	0%	0%	0%
9	-7%	-1%	-12%
10	-2%	·	·
11	5%	·	·
12	0%	8%	103%[activator]
13	-35%	·	·
14	7%	-7%	-16%
15	2%	14%	-5%

Another view of 2 compounds above.
item	Compound	AmpC detergent	HCMV antiviral	FBPA Giardia inh	Sm TGR inh	HCV inh	AmpC inh no detg
15	CCN1CCN(S(=O)(=O)c2ccc(Br)s2)CC1	2%	59	-2%	2%	14%	-5%
5	CCn1nc(C(=O)OCC(=O)N(CC(C)C)c2c(N)n(Cc3ccccc3)c(=O)[nH]c2=O)c2ccccc2c1=O	-10%	7	·	-6%	-14%	-15%

Further records.
no.	SMILES	AmpC detergent	HCMV antiviral	FBPA Giardia inh
16	S=C(NCCSCc1ccccc1Cl)Nc1ccccc1	?	-22	-3%
17	CC(NC(=O)c1noc2c1CCCCC2)c1ccccc1 (stereo not drawn)	-15%	46	2%
18	COc1ccc(CCNC(=O)Nc2cccs2)c(OC)c1	-4%	-37	-7%
19	Cc1ccc(CNC(=O)c2sc3nc(-c4ccccc4)cn3c2C)cc1	12%	?	·
20	C/C(Cn1cnc([N+](=O)[O-])n1)=N\NC(=O)c1ccc(Br)cc1	4%	-26	-11%
21	O=[N+]([O-])c1ccc(NCCCNS(=O)(=O)c2ccc(Cl)cc2)c(Cl)c1	4%	-21	0%
22	COc1ccc(NC(=O)c2ccc(-c3nc(CSc4ccccc4)c(C)o3)cc2)cc1OC	1%	-23	·
23	COc1cccc(CN2CCN(C(=O)C3CCC(=O)N(C4CCCC4)C3)CC2)c1 (stereo not drawn)	-3%	?	·
24	O=C(COC(=O)Cc1c(F)cccc1Cl)NC(=O)Nc1ccccc1F	·	-15	·
25	CCNc1c(NC(=O)c2ccccc2OCC)c(=O)oc2ccccc12	-5%	21	·
26	Cc1cccc(NC(=O)c2ccc(CNS(=O)(=O)c3ccc4c(c3)C(C)(C)C(=O)N4C)cc2)c1	-6%	-7	·
27	CCOc1ccc(N(CC)C(=O)CSc2n[nH]c(-c3ccccc3)n2)cc1	-6%	-6	·
28	O=C(O)c1ccc(-c2ccccc2C(F)(F)F)o1	?	-1	8%
29	CN(Cc1ccccc1)C(=O)c1ccc2c(c1)N(Cc1ccccc1F)C(=O)c1ccccc1S2(=O)=O	-8%	-23	·
30	O=C1OC/C(=C(/O)c2ccc(Cl)cc2)C1=O	0%	-26	10%

no.	Sm TGR inh	HCV inh	AmpC inh no detg
16	-2%	?	-27%
17	-14%	5%	-17%
18	-32%	-11%	-29%
19	5%	·	·
20	-1%	9%	-29%
21	-19%	-21%	-32%
22	-12%	·	·
23	?	27%	37%
24	·	-10%	-52%
25	-6%	·	·
26	-17%	·	·
27	-3%	·	·
28	-23%	25%	-18%
29	-9%	·	·
30	16µM*	21%	-16%

Next part.
no.	SMILES	AmpC detergent	HCMV antiviral	FBPA Giardia inh
31	O=c1[nH]c(CN2CCN(c3ccccc3O)CC2)nc2ccccc12	-1%	2	-16%
32	CCOC(=O)c1[nH]c(C)c(CCC(=O)N2CCN(c3cc(C)ccc3C)CC2)c1C	-2%	-24	·
33	CCCCOCCCNC(=O)c1ccc2c(c1)OCO2	-12%	3	7%
34	CCOP(=O)(OCC)C(O)c1ccc(Br)cc1 (stereo not drawn)	?	·	2%
35	COc1ccccc1C(=O)Nc1ccc(N2CCCCC2)cc1	-16%	-8	-6%
36	Cn1cccc1CC(=O)NNC(=S)Nc1ccc(F)cc1	-10%	?	12%
37	COc1ccc(Cn2c(=O)c3ccccc3n3c(-c4cccc(OC)c4OC)nnc23)cc1	12%	-89*	·
38	COc1cc2c(cc1OC)C(c1cccc([N+](=O)[O-])c1)NC(=O)C2 (stereo not drawn)	-5%	-18	2%
39	CN(C)c1nc(-c2cccnc2)nc(-c2ccc(Cl)cc2)c1C#N	0%	?	5%
40	CC(=O)N1CCN(c2ccc(NC(=O)C(c3ccccc3)c3ccccc3)cc2)CC1	-5%	-13	0%
41	CC1(C(=O)NC2CCCCC2)CCC(=O)N1Cc1cccnc1 (stereo not drawn)	?	-82*	1%
42	CCOC(=O)N1CCN(c2nc3ccc(C(=O)c4ccccc4)cc3n3cnnc23)CC1	2%	-17	1%
43	O=C(NCc1ccccc1Cl)c1ccc2c(c1)NC(=O)C(CS(=O)(=O)Cc1ccc(F)cc1Cl)N2 (stereo not drawn)	2%	-26	·
44	CCOC(=O)[C@H]1[C@H]2COc3ccc(C)cc3[C@@H]2N2C(=O)c3ccc(Cl)cc3NC(=O)[C@@]12C	·	1	·
45	O=C(CCC(=O)N1CCN(S(=O)(=O)c2ccc3ccccc3c2)CC1)Nc1cc(Cl)cc(Cl)c1	?	12	-7%

no.	Sm TGR inh	HCV inh	AmpC inh no detg
31	1%	-17%	-14%
32	-8%	·	·
33	3%	-8%	-7%
34	7%	22%	-11%
35	1%	15%	-7%
36	-14%	-7%	-58%
37	-9%	·	·
38	-22%	-4%	-12%
39	1%	7%	-18%
40	-12%	9%	173%[activator]
41	-6%	9%	-4%
42	14%	?	0%
43	-16%	·	·
44	·	-67%	-12%
45	3%	?	4%

Whole records, looked up by structure:
CCOC(=O)c1[nH]c(C)c(CCC(=O)N2CCN(c3cc(C)ccc3C)CC2)c1C as listed: AmpC detergent = -2%; HCMV antiviral = -24; FBPA Giardia inh = ·; Sm TGR inh = -8%; HCV inh = ·; AmpC inh no detg = ·
CN(C)c1nc(-c2cccnc2)nc(-c2ccc(Cl)cc2)c1C#N as listed: AmpC detergent = 0%; HCMV antiviral = ?; FBPA Giardia inh = 5%; Sm TGR inh = 1%; HCV inh = 7%; AmpC inh no detg = -18%

Following part:
no.	SMILES	AmpC detergent	HCMV antiviral	FBPA Giardia inh
46	C#CCSc1nsc(SCC#C)c1C#N	4%	-17	2%
47	CC(NC(=O)CN(c1ccc(Cl)cc1Cl)S(=O)(=O)c1ccccc1)c1ccccc1 (stereo not drawn)	-2%	-17	·
48	CC(=O)Nc1ccc(S(=O)(=O)N2CCC(C(=O)NCc3ccncc3)CC2)cc1	-3%	-33	·
49	CCS(=O)(=O)C1=NN2C(=N)/C(=C\c3ccc(OCCOc4cccc(OC)c4)c(OC)c3)C(=O)N=C2S1	10%	68	16%
50	Cc1cccc(OCC(=O)N/N=C\c2cc3c(cc2[N+](=O)[O-])OCO3)c1C	-4%	-24	-16%
51	Cc1onc(-c2ccccc2Cl)c1C(=O)Nc1nnc(-c2ccc(F)cc2)s1	-3%	-22	5%
52	O=C(CCNc1ccc(Cl)c(C(F)(F)F)c1)c1ccco1	-13%	-38	-2%
53	CC[C@H]1OC(=O)[C@H](C)[C@@H](O[C@H]2C[C@@](C)(OC)[C@@H](O)[C@H](C)O2)[C@H](C)[C@@H](O[C@@H]2O[C@H](C)C[C@H](N(C)C)[C@H]2O)[C@](C)(OC)C[C@@H](C)C(=O)[C@H](C)[C@@H](O)[C@]1(C)O	-3%	-18	-2%
54	O=S(=O)(Nc1cccc(CCc2ccccn2)c1)c1ccc2ccccc2c1	-2%	51	-1%
55	COC(=O)c1ccc(C(NC(=O)OCc2ccccc2)/C(C)=C/[C@@H](C)C(=O)NCc2ccc(OC)c(OC)c2)cc1 (stereo partly drawn)	-11%	·	-6%
56	CCC(=O)N1CCc2cc(Br)cc(S(=O)(=O)CCC(=O)NCc3ccccc3)c21	8%	-9	·
57	CCCCNC1C(CC)C(CCC)C(C#N)(C#N)C1(C#N)C#N (stereo not drawn)	-6%	·	-2%
58	Cc1cc(C(=O)COc2ccccc2C(N)=O)c(C)n1CC1CCCO1 (stereo not drawn)	7%	-62*	8%
59	CCOC(=O)c1c(NC(=O)COC(=O)CNC(=O)c2ccco2)sc(C)c1C	-7%	18	2%
60	Cc1ccc(Oc2ncccc2N)c2c1CCC2	-1%	18	-2%
61	CCn1c(C(=O)N2CCc3ccccc3C2)cc2oc3ccccc3c21	-8%	-17	-4%

no.	Sm TGR inh	HCV inh	AmpC inh no detg
46	35µM*	11µM*	-43%
47	0%	·	·
48	-2%	10%	-5%
49	6%	5%	-26%
50	-1%	11µM*	-37%
51	7%	9%	-10%
52	?	-5%	-11%
53	1%	35%[activator]	-2%
54	10%	-13%	-38%
55	-7%	-4%[8.37 µM]	183%[activator]
56	1%	·	·
57	-11%	13µM*	?
58	7%	1.8µM*	-16%
59	0%	?	13%
60	14%	19%	-9%
61	-14%	-28%	24%

Individual results from above.
compound 2 @ FBPA Giardia inh: -1%
compound 17 @ Sm TGR inh: -14%
compound 44 @ AmpC inh no detg: -12%
compound 19 @ Sm TGR inh: 5%
compound 32 @ Sm TGR inh: -8%

Assay outcomes: PubChem BioAssay, National Center for Advancing Translational Sciences (NCATS)
